Vif-A3F inh: Vif-A3F binding inhibition; HeLa A3F-eYFP + Vif (tagged APOBEC3F with the HIV-1 protein that degrades it), YFP fluorescence increase; Potency, µM (highest dose often 46.1 µM), for inactives: at the highest dose activity, negative = active; 390,000 tested, 0.2% active; AID 602313; further: potency means the concentration at half of the fitted maximal effect; % of control where 0% means no effect; nearly all actives have a fitted effect of over 65% in size
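HeLa cells stably expressing A3F-eYFP plus Vif, plated and incubated overnight at 37 deg C, then exposed to compounds overnight at 37 deg C. Blocked degradation read as raised yellow fluorescence (Ex 488/Em 500-530).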
USP1 inh: USP1/UAF1 (human) deubiquitinase inhibition; recombinant USP1/UAF1, Ub-Rhodamine cleavage fluorescence; Potency, µM (top dose mostly 57.1 µM), inactives show at the highest dose activity change, negative = inhibition, actives largely listed as inhibitors; 390,000 tested, 0.23% active; AID 743255; further: potency means the concentration at half of the fitted maximal effect; on the % scale 0 is the no-effect control and ±100 the full control effect; nearly all actives have a fitted effect of over 60% in size; inactives centre near -12
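1 nM enzyme complex + cpd, 15 min RT; start with Ub-Rho 150nM final; kinetic fluorescence ex 480/em 540, 6 reads q60 s. Buffer 50mM HEPES pH 7.8, 0.5mM EDTA, 0.1 mg/ml BSA, 1mM TCEP, 0.01% Tween-20.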
RXFP1 ag: agonists of human relaxin receptor RXFP1; Potency, µM (series often up to 57.5 µM), for the others: at the highest dose activation, usual class: activators; HEK293T-RXFP1 cAMP TR-FRET, 30 min; response scale: percent of porcine relaxin response, buffer zero; Q9HBX9; 370,000 tested, 0.3% active; further: potency means the concentration at half of the fitted maximal effect; on the % scale 0 is the no-effect control and ±100 the full control effect; nearly all actives have a fitted effect of over 60% in size; many of its hits are not listed in these tables
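HEK293 cells stably expressing RXFP1, treated 30 min at 37C with compounds plus PDE4 inhibitor Ro 20174; cAMP measured by HTRF TR-FRET. Normalized to buffer and 29 nM porcine relaxin; EC50 by Hill fit.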
PI4K2A block: inhibitors of human PI4K2A | Q9BTU6 | purified PI4K2A, ADP-Glo luminescence, 1 h; hits give low values | activity change, negative = inhibition, % at 76.9 µM | 420,000 tested, 0.13% active | AID 1346378; in the data active means activity change below about -50%; inconclusive means mostly about -30% to -49%;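 further: -100% = wells without enzyme as full effect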
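Compounds are screened against recombinant PI4K2A using PI as substrate and ATP, the latter dispensed at 300 microM. Reactions run one hour at ambient temperature before ADP-Glo detection; full inhibition defined by wells lacking enzyme.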
Vif-APOBEC3G blk: Vif-A3G binding inhibition. HeLa A3G-eYFP + Vif (tagged APOBEC3G with the HIV-1 protein that degrades it), YFP fluorescence, overnight. Potency, µM (doses to about 46.1 µM), for the others: at the top dose activity, negative = active, actives largely listed as inhibitors. 410,000 tested, 0.076% active. AID 602310;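 further: potency means the concentration at half of the fitted maximal effect; on the % scale 0 is the no-effect control and ±100 the full control effect; nearly all actives have a fitted effect of over 60% in size; hits raise eYFP signal because A3G escapes Vif-driven loss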
Target sequence (Q9HC16 whole entry, looked up): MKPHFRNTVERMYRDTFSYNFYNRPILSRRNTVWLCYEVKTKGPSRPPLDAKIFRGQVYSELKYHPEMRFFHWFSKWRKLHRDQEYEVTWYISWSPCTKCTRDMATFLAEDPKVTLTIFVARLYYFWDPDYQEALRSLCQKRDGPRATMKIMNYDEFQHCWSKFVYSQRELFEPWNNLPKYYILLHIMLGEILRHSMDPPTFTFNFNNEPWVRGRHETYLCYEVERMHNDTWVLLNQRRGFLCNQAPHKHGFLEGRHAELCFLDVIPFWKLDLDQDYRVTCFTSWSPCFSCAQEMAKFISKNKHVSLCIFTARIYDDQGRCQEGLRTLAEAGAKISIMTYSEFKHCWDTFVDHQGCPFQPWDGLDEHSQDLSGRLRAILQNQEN
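HeLa cells stably expressing Vif and C-terminally eYFP-tagged A3G, seeded overnight at 37 deg C, then exposed to compound by pintool overnight at 37 deg C. Rise in yellow fluorescence (Ex 488/Em 500-530, Acumen) marks blocked Vif-driven A3G degradation.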
TrxR1 substrate: rat thioredoxin reductase 1 substrate activity | O89049 | 390,000 tested, 0.01% active | purified TrxR1 substrate turnover, NADPH consumption readout | AID 588456 | Potency, µM (series often up to 114 µM), for inactives: at the top dose activity change, negative = substrate turnover; further: potency means the concentration at half of the fitted maximal effect; on the % scale 0 is the no-effect control and ±100 the full control effect; nearly all actives have a fitted effect of over 50% in size
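Rat TrxR1, dispensed at 90 nM, was prereduced with 400 uM NADPH (final) for 5 min at ~22 deg C, then incubated with compound 15 min before 400 uM selenite. A first-read NADPH fluorescence drop versus no-compound background flagged substrates.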
LDHA inh: blocks human lactate dehydrogenase A; P00338; purified LDHA, NADH/diaphorase-resazurin fluorescence; hits give low values; activity change, % (values are at about 110 or 230 µM); 480,000 tested, 0.15% active; AID 1347041; in the data active means activity change below about -30%; inconclusive means mostly about -25% to -30%;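 further: plate controls were DMSO wells for no effect and wells without enzyme for full effect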
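Enzyme activity of human lactate dehydrogenase 5 (2 nM; 0.06 mM NADH, 0.2 mM pyruvate, 5 min, RT) is measured via a resazurin/diaphorase fluorescence readout of residual NADH.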
Glioma ERSR ind: inducers of ER stress response in human glioma cells. Potency, µM, without a hit: at the top dose activation, usual class: activators. U87-MG GRP78 promoter luciferase reporter, 16 h. 420,000 tested, 0.02% active; further: potency means the concentration at half of the fitted maximal effect; series mostly up to about 76 µM; % of control where 0% means no effect; nearly all actives have a fitted effect of over 35% in size
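ERSR induction read as luciferase luminescence (Bright-Glo, 10 min at room temperature) in stably transfected human U87-MG glioma cells exposed to compounds for 16 h, using GRP78 as sensor.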
IDH1 R132H inh: blocks human mutant IDH1 R132H enzyme | O75874 | IDH1-R132H enzyme, NADPH consumption, diaphorase/resazurin fluorescence | Potency, µM (doses to about 76.6 µM), for inactives: at the top dose activity change, negative = inhibition, usual class: inhibitors | 390,000 tested, 0.093% active | AID 602179; further: potency means the concentration at half of the fitted maximal effect; on the % scale 0 is the no-effect control and ±100 the full control effect; nearly all actives have a fitted effect of over 65% in size
Target sequence (O75874 whole entry R132H, stated change not applied): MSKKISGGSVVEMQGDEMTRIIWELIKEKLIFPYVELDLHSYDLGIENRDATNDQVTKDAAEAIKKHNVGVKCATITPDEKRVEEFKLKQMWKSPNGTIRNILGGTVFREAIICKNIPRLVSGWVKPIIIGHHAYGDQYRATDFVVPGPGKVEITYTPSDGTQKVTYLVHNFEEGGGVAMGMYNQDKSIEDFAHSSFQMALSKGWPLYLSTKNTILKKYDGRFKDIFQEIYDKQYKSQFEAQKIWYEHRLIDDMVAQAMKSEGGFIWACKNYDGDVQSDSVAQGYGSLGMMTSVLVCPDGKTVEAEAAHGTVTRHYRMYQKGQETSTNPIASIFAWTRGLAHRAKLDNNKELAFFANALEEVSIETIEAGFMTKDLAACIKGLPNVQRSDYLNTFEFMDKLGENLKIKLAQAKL
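IDH1-R132H (0.5 ug/mL dispensed) in pH 7.5 Tris buffer was preincubated 30 min with compound, then given a substrate mix of 0.016 mM NADPH and 2 mM alpha-KG for 80 min at room temperature; remaining NADPH was read by diaphorase/resazurin fluorescence.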
* hit, by the source's call; ? = inconclusive; . = not tested or not shown; & = joins results of further samples; ! = repeats disagree; [ ] = dose if it differs, or a comment. Unless noted, the call rests on the fitted dose curve; in most records, active means well fitted curve in the direction sought with a large enough effect; inconclusive means small, poorly fitted or top-dose-only effect, or another doubt; inactive means no such curve, though single readings can be large; an effect the other way counts as inactive or inconclusive. An excerpt; the hit share may differ from the screen's.

SMILES	Vif-A3F inh	USP1 inh	RXFP1 ag	PI4K2A block	Vif-APOBEC3G blk	TrxR1 substrate	LDHA inh	Glioma ERSR ind	IDH1 R132H inh
COCCn1c(C)cc(/C=C2/NC(=O)N(c3ccc(Cl)cc3)C2=O)c1C	-1%	-13%	1.7%	6	-1%	-4%	-3	-5%	1%
COc1cccc(-c2cc(C(=O)Nc3cnn(Cc4ccccc4C)c3)no2)c1	-9%	-5%	0.7%	2	1%	25%	-3	-6%	1%
Cc1ccc(OCC(=O)NCCc2nc3ccccc3[nH]2)c(C)c1	-7%	-10%	0.2%	-3	2%	1%	7	-2%	2%
CC(Cc1ccccc1)NC(=O)C1CCCNC1=O (centres undefined)	-1%	-28%	0.7%	1	-1%	14%	-15	-2%	-4%
COCCCNC(=O)CCn1nc(-c2ccc(Cl)cc2)ccc1=O	11%	-18%	-0.3%	5	-7%	1%	-6	-4%	-3%
O=C1/C(=C\c2ccc3c(c2)OCO3)CCC/C1=C/c1ccc2c(c1)OCO2	-4%	-12%	2.9%	-6	?	-5%	-3	16%	9%
OC(CNCc1ccncc1)c1ccccc1 (centres undefined)	0%	3%	-0.9%	-3	3%	12%[57.1 µM]	-2	-2%	-1%
Cn1nc(C(=O)NCc2ccco2)c2ccccc2c1=O	0%	5%	4.9%	1	-1%	5%[57.1 µM]	-2&-7	-3%	5%
Cc1cc(C(=O)Nc2ccc(Br)cc2)cs1	0%	-27%	0.3%	5	-7%	7%	-4	3%	0%
O=C(c1cccc(Br)c1)N1CCN(Cc2cc(=O)n3nc(-c4ccccc4)sc3n2)CC1	1%	-3%	0.6%	-6	2%	-5%[57.1 µM]	-1	-2%	17%
CN1/C(=C\C(=O)C[n+]2ccc(C(=O)c3ccccc3)cc2)C(C)(C)c2ccccc21	0%	-16%	-0.7%	2	-4%	-6%[57.1 µM]	0	-6%	18%
Cc1ccc(NC(=O)COc2nsnc2N2CCOCC2)cc1Cl	-3%	-16%	3.0%	1	-2%	6%	1	-3%	2%
CN(Cc1ccccc1)c1ncnc2c1nnn2C	6%	?	0.6%	1	3%	-8%[57.1 µM]	-9	-4%	-22%
O=C(CN1CCN(C(=O)C2CCCO2)CC1)Nc1ccc(Cl)c(Cl)c1 (centres undefined)	3%	-26%	-2.1%	0	3%	5%	-8	-1%	-7%
CC(C)(C)c1ccc(/C=N/OCC(=O)NCc2ccccc2)cc1	0%	-15%	1.0%	1	?	-5%[57.1 µM]	5	-4%	6%
CC(=O)c1c(C)[nH]c(C(=O)CN2C(=O)NC(C)(C)C2=O)c1C	9%	0%	1.6%	3	-3%	-4%[57.1 µM]	-3	-2%	-10%
CNc1cc(-c2cc(OC)ccc2OC)ncn1	.	.	.	-2	-1%	.	2	-2%	.
Cc1ccc(N(Cc2ccccc2)C(=O)c2cc(S(=O)(=O)N3CCOCC3)ccc2C)cc1	-4%	-25%	1.1%	2	1%	-14%	-3	-5%	-8%
Fc1ccccc1OCC1CCCN(Cc2nc(CC3CC3)no2)C1 (centres undefined)	1%	-20%	1.4%	2	-4%	-2%	-5	-4%	6%
Cc1cc(C)cc(NC(=S)Nc2cccc3cnccc23)c1	0%	-27%	0.1%	-2	-2%	2%[57.1 µM]	21	-1%	14%
CCN(CC)S(=O)(=O)c1ccc(/C=C/C(=O)OCC(=O)Nc2cccc3ccccc23)cc1	-8%	-11%	0.7%	5	-7%	-9%	-6	1%	0%
COc1ccc(/C=C/C(=O)NCCOc2ccc(C)cc2)cc1	-1%	-23%	-1.3%	-2	-2%	4%	-11	-3%	2%
CC(C)Cn1c(N)c(C(=O)COC(=O)c2ccncc2)c(=O)n(C)c1=O	0%	5%	6.5%	0	0%	11%[57.1 µM]	-1	6%	5%
O=C1CS/C(=N/N=C/c2ccccc2)N1c1ccc(O)cc1	3%	-18%	-1.3%	0	0%	5%[57.1 µM]	-12	-2%	-3%
CCN1CCN(CCCN(Cc2ccco2)C(=S)Nc2cccc(Cl)c2C)CC1	3%	-7%	-0.2%	-1	0%	7%[57.1 µM]	-3	-5%	0%
Nc1ccc2c(c1)-c1ccccc1S(=O)(=O)N2	-2%	-24%	-2.2%	5	-4%	-5%	22	0%	11%
CCc1ccc(NC(=O)C2CCN(S(=O)(=O)c3cccc(-c4noc(C)n4)c3)CC2)cc1	-3%	12%	3.3%	3	5%	-6%[57.1 µM]	-3	-1%	-10%
COc1cccc(NC(=O)CN(C)C(=O)Cc2ccc3c(c2)CCC3)c1	-20%	-7%	0.5%	-3	0%	-14%	0	-1%	7%
COc1ccc(N2CC(C(=O)NCCc3ccc(OC)c(OC)c3)CC2=O)cc1 (centres undefined)	-12%	-10%	0.7%	-4	1%	-2%	0	2%	0%
CCOC(=O)c1c(C)sc(-c2c(-c3ccc(OC)c(F)c3)[nH]c3c2c(=O)[nH]c(=O)n3C)c1O	-17%	22µM*	1.2%	-1	-3%	-7%	-4	-3%	0%

With a hit mark in USP1 inh (from the list above):
Molecule | Vif-A3F inh | USP1 inh | PI4K2A block | TrxR1 substrate | LDHA inh | Glioma ERSR ind | IDH1 R132H inh
CCOC(=O)c1c(C)sc(-c2c(-c3ccc(OC)c(F)c3)[nH]c3c2c(=O)[nH]c(=O)n3C)c1O | -17% | 22µM* | -1 | -7% | -4 | -3% | 0%

Following part:
SMILES	Vif-A3F inh	USP1 inh	RXFP1 ag	PI4K2A block	Vif-APOBEC3G blk	TrxR1 substrate	LDHA inh	Glioma ERSR ind	IDH1 R132H inh
C=CCSC1=N/C(=C\c2ccc(C)o2)C(=O)S1	-4%	-4%	-0.2%	2	1%	-11%	-1	-2%	2%
CCOC(=O)C1=C(C)NC(=O)NC1c1cn(-c2ccccc2)nc1-c1cccs1 (centres undefined)	4%	-9%	0.3%	-2	-8%	4%[57.1 µM]	4	-2%	-1%
CN(C)CCOc1ccc(-c2c(-c3ccsc3)sc3ccccc23)cc1	1%	-19%	.	-8	-10%	7%	3	-5%	5%
CCn1c(C)c(CS(=O)(=O)c2ccccc2)[nH]c1=O	-13%	-16%	3.5%	5	0%	2%[57.1 µM]	-9	-12%	-5%
NS(=O)(=O)c1ccc(CCNC(=O)CNC(=O)c2ccccc2Br)cc1	10%	-26%	0.3%	7	1%	7%	-6	-6%	-4%
Cc1ccc(CN(c2ccc(C(=O)Nc3cccnc3)cc2)S(C)(=O)=O)cc1	-4%	3%	-0.6%	4	1%	-8%	-2	-1%	-5%
OC(c1ccccc1)c1ncc(-c2ccc(C(F)(F)F)cc2)[nH]1 (centres undefined)	.	.	.	0	5%	.	-21	1%	.
O=C(Nc1ccccc1F)c1ccc(Cn2nc(N3CCN(c4ccccc4)CC3)ccc2=O)o1	-18%	-33%	-1.8%	-1	2%	-4%[57.1 µM]	8	-2%	-14%
CC(=O)Nc1ccc(C2=NN(C)C(=NCc3ccccc3)SC2)cc1	1%	-21%	-0.8%	1	0%	4%[57.1 µM]	-8	-6%	-3%
COCCNC(=O)CN(CCc1ccccc1)S(=O)(=O)c1ccc(OC)cc1	1%	-20%	2.5%	-2	0%	5%	-3	-4%	3%
O=c1/c(=C\c2cccc(O)c2)sc2nc(-c3ccccc3)c(-c3ccccc3)n12	-5%	-18%	0.4%	18	0%	10%	-3	-3%	2%
Cc1ccc(C)c(OCCCCCn2ccnc2)c1	-3%	-16%	0.9%	-3	1%	8%	-7	-3%	2%
O=C(NCc1cccc(C(F)(F)F)c1)c1csc(COCCO)n1	.	.	.	-2	-2%	.	-7	-4%	.
Nc1[nH]ncc1S(=O)(=O)c1ccccc1	-2%	-12%	-1.1%	4	-4%	-1%	-2	-1%	-3%
Cn1c(=O)[nH]c(=O)c2c1nc(CN1CCN(c3cccc(Cl)c3)CC1)n2CCCc1ccccc1	-20%	-16%	2.4%	2	0%	-1%	-8	-5%	17%
COc1ccc(-c2nc(CN3CCN(C(=O)c4ccco4)CC3)c(C)o2)c(OC)c1C	-3%	1%	0.2%	3	0%	-7%	-6	0%	-3%
Cc1ccc(-c2cc(C(=O)NCc3cnn(C)c3C)c3cc(Br)ccc3n2)cc1	-2%	?	28µM*!	3&-1	-3%&-12%	7%&0%	-2&1	3%&2%	-26%&6%
CCOC(=O)C(C(=O)NCc1ccc(F)cc1)c1ncc(C(F)(F)F)cc1Cl (centres undefined)	6%	-3%	-3.7%	4	-1%	-8%	-6	-5%	-5%
COc1cc(C2CC(=O)Oc3c2c(=O)n(C)c2ccccc32)ccc1O (centres undefined)	-1%&0%	-21%&-14%	0.3%&4.4%	0&1	2%&0%	3%[57.1 µM]	11&0	-1%&-2%	?
O=C(CCNC(=O)c1ccccc1Cl)Nc1nc(-c2ccc(F)cc2)cs1	3%	-6%	-0.7%	2	-6%	1%	-8	-4%	0%
COc1ccc(-c2nnc(NC(=O)c3ccccc3C)o2)cc1	?	-15%	0.0%	-5	-5%	1%	6	0%	5%
O=C(OCC(=O)N1CCC(c2ccccc2)=N1)c1ccc(Cl)s1	8%	-15%	.	-3	2%	-5%	-3	-3%	-2%
Cc1ccc(Cl)c(OCC(O)CN(CCO)CCO)c1 (centres undefined)	0%	2%	-0.7%	0	0%	2%	-1	-1%	-2%
CCOc1cccc(C2C=C(c3ccc4c(c3)OCO4)NC(c3ccccc3Cl)N2)c1O (centres undefined)	.	.	.	.	-23%	-1%	0	?	.

Assay outcomes (PubChem)
